# ssDAF-12 act – S. stercoralis DAF-12 activation, primary screen. AID 652126. activation, % at 6.8 µM. hit rate 1% among 370,000. HEK293 ssDAF-12/GRIP1 lit1-tk-luc reporter, luminescence; % of 3 µM dafachronic acid response;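 active = activation above the mean over all tested compounds plus 3 SD, cut at about 0.9% in these data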;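 also: 0% = DMSO-only wells and 100% = 3 µM delta7-dafachronic acid wells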
# Rev-erbA mod – modulates human Rev-erb alpha binding to DNA. hit rate 0.79% among 370,000. P20393. Rev-erbα–FITC-DNA binding, fluorescence polarization, 90 min. activity, % at 10 µM;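 active = activity above about 14%, limit read from the data; passing the limit was not always enough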;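 also: 0% = DMSO wells with 35 nM protein and 100% = DMSO wells with 750 nM protein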
# ADAM17 inh – inhibitors of human ADAM17 | P78536 | hit rate 0.83% among 370,000 | inhibition, % at 6.95 µM | recombinant ADAM17, EDANS/DABCYL FRET peptide cleavage;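 active = inhibition above the mean of compounds lying between control limits plus 3 SD, set per campaign, cut at about 8.5% in these data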;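 also: 0% = DMSO-only wells as the low control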
# DAX1 inh-1 – inhibitors of DAX1 repression of SF-1 activated StAR promoter. HEK293T StAR-luciferase reporter, SF-1/DAX-1 repression relief. inhibition, % at 6.8 µM. hit rate 1.1% among 370,000. AID 652010;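 active = inhibition above the mean over all tested compounds plus 3 SD, cut at about 3.6% in these data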;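 also: 0% = DAX-1 cells with DMSO and 100% = cells lacking DAX-1 with DMSO; higher inhibition means more luminescence from relief of DAX-1 repression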
# SMARCA2 activ – activators of SMARCA2 function; AID 652017; MG213 cells, MMTV-luciferase reporter, dexamethasone, overnight; hit rate 1% among 370,000; activation, % at 9.1 µM; in the data active = activation above about 7.8%;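 also: 0% = vehicle wells and 100% = reference activator wells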
# hcDAF12 agonist – activates DAF-12 receptor from parasite H. contortus; HEK293 hcDAF-12 lit1-tk-luc reporter, luminescence; 0% DMSO, 100% Δ7-dafachronic acid; activation, % at 6.8 µM; hit rate 1.4% among 370,000; AID 652067;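 active = activation above the mean of all tested compounds plus 3 SD, cut at about 5.5% in these data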;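 also: 100% = response to 3 µM Δ7-dafachronic acid high control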
# hgDAF12 agonist – agonists of H. glycines DAF-12 nuclear receptor. hit rate 1.8% among 370,000. activation, % at 6.8 µM. HEK293 GAL4-hgDAF12 UAS-luciferase reporter, agonist luminescence; normalized to butyrate control. AID 687014;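 active = activation above a cutoff set at the mean of all screened compounds plus 3 SD, cut at about 10% in these data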;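 also: 0% = DMSO wells and 100% = sodium butyrate wells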
# PLCg1 inh – blocks human PLC-gamma1 enzyme activity | purified PLC-gamma1, fluorogenic substrate, fluorescence | inhibition, % at 12.2 µM | hit rate 0.84% among 370,000; in the data active = inhibition above about 9.5%
# Target sequence (P19174 whole entry, looked up): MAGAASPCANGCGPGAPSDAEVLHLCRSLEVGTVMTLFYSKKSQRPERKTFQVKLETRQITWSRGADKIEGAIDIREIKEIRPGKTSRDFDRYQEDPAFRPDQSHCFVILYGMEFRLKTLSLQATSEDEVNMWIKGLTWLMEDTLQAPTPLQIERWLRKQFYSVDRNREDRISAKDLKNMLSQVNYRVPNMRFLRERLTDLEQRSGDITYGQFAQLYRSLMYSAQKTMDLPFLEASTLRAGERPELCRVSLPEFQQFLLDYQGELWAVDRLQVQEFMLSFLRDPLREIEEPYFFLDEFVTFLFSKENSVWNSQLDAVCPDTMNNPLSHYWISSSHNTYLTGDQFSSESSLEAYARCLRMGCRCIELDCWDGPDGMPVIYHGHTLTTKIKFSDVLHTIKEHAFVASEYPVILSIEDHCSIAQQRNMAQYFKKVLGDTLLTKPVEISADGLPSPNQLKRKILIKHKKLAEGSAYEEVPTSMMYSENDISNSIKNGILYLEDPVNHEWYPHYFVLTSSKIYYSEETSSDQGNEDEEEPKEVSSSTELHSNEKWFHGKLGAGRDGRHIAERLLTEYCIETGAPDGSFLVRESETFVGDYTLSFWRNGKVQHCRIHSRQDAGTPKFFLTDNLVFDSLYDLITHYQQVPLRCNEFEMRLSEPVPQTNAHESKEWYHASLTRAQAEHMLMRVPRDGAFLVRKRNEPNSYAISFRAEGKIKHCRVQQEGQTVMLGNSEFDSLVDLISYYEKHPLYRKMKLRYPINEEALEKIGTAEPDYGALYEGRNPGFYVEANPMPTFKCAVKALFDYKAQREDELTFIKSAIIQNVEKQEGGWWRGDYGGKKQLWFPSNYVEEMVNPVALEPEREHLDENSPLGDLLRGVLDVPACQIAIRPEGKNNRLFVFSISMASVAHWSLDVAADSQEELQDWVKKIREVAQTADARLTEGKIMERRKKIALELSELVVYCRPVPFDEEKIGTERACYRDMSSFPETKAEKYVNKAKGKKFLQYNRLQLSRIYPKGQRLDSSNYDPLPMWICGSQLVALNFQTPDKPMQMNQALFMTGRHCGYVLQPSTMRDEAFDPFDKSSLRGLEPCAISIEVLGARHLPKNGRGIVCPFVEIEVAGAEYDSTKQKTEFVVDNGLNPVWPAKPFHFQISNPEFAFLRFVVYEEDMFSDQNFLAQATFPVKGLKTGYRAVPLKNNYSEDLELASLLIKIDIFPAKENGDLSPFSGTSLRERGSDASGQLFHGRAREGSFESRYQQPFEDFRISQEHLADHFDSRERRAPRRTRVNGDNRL
# PLCb3 inh – PLC-beta3 (human) inhibition, primary screen; Q01970; Purified PLC-beta3, fluorogenic substrate, fluorescence; inhibition, % at 12.2 µM; hit rate 0.18% among 370,000; AID 720704; in the data active = inhibition above about 11%;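 also: 0% = median of compound wells on plate and 100% = full blocker control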
# MBD2 inh – inhibitors of human MBD2 binding to methylated oligonucleotide; hit rate 0.31% among 370,000; TR-FRET; inhibition, % at 4.4 µM; AID 686964; Q9UBB5; in the data active = inhibition above about 13%
# DAX1 inh-2 – inhibits human nuclear receptor DAX1; P51843; HEK293 Gal4-DAX1 luciferase reporter, luminescence; inhibition, % at 6.75 µM; hit rate 0.99% among 340,000; AID 504766;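 active = inhibition above the mean over all tested compounds plus 3 SD, cut at about 4.2% in these data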;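 also: 0% = DAX1-transfected cells with DMSO and 100% = empty-vector control cells with DMSO; inhibition shows as a rise in luminescence from relieved DAX1 repression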
# Numbers without * were called inactive; . = no result given.
SMILES,ssDAF-12 act,Rev-erbA mod,ADAM17 inh,DAX1 inh-1,SMARCA2 activ,hcDAF12 agonist,hgDAF12 agonist,PLCg1 inh,PLCb3 inh,MBD2 inh,DAX1 inh-2
CC(C)NC(=O)N(C)C[C@H]1Oc2c(NC(=O)c3ccc(-c4nccs4)cc3)cccc2C(=O)N([C@@H](C)CO)C[C@H]1C,-1.4,1,-2,-0.2,0,-1.8,-2.6,3,-11,9,0.6
O=C(Cn1cnc2ccccc2c1=O)Nc1ccc2c(c1)OCCO2,0.3,-4,1,3.0,8.0*,4.9,17*,1,1,2,3.6
CCC(C)Sc1nc2ccccc2n1CC(=O)O (stereo not given),-0.7,0,-5,0.5,-2,-1.5,3.5,1,0,-1,1.1
COCCN(C(=O)Cc1cccs1)C(C(=O)NCc1ccc(OC)cc1)c1ccccc1 (stereo not given),-1.2,1,-1,-0.6,-1,-2.4,-0.3,-4,-9,-2,0.3
CCOC(=O)C(CCCOc1ccc(C)cc1)C(=O)OCC,-0.7,7,-1,-0.5,0,-1.7,-0.2,-2,-5,5,1.1
CN(C)CCCNC(=O)C1(O)c2cc(Br)ccc2NC(=O)N1c1ccc(Cl)cc1 (stereo not given),-0.8,-7,-2,1.0,3,-0.4,0.7,-1,4,-4,-0.4
C[C@@H]1CN([C@@H](C)CO)C(=O)c2c(c3ccccc3n2C)-c2ccccc2CO[C@H]1CN(C)C(=O)[C@H](C)c1ccccc1,-1.8,7,3,-3.6,0,-0.8,-4.0,-4,2,-1,-0.6
CC(NCc1ccc([N+](=O)[O-])cc1)C1COc2ccccc2O1 (stereo not given),-0.8,-3,-2,-0.2,-1,0.2,-0.5,1,-1,-3,1.2
O=c1sc2ccccc2n1CCOc1ccccc1,0.5,-4,5,2.5,1,5.6*,15*,0,1,-2,2.2
CC(C)CCN1C(=O)c2ccc(C(=O)OCC(=O)N(CC(C)C)C3CCS(=O)(=O)C3)cc2C1=O (stereo not given),0.0,-4,1,-1.3,6,0.1,-2.5,-1,-4,-1,1.3
CC(C)(C)NC(=O)C(OC(=O)Cn1nnc(-c2ccc(F)cc2)n1)c1ccncc1 (stereo not given),-0.8,5,1,0.8,-2,0.6,-1.9,3,6,-1,0.8
O=C(c1cc(Cl)ccc1Cl)N1CCc2ccccc21,-0.3,-4,-1,-0.8,-1,2.9,2.4,4,-5,0,3.1
Cc1ccc(S(=O)(=O)/N=C2\C=C(NS(=O)(=O)c3ccccc3)C(=O)c3ccccc32)cc1,0.0,-6,1,-1.9,2,1.9,-0.1,3,-4,-21,0.4
CC(=O)Nc1ccc(S(=O)(=O)N2CCCC2C(=O)O)cc1 (stereo not given),-1.3,0,7,0.8,-4,-0.2,0.0,7,9,-10,0.6
CCN1C(=O)c2ccc(C(=O)Nc3cccc(C(=O)O)c3)cc2C1=O,-1.0,4,-1,0.1,6,0.4,2.1,0,4,-1,-1.9

# 12 structures out of the list, ordered by SMILES length, falling.
SMILES,ssDAF-12 act,Rev-erbA mod,ADAM17 inh,DAX1 inh-1,SMARCA2 activ,hcDAF12 agonist,hgDAF12 agonist,PLCg1 inh,PLCb3 inh,MBD2 inh,DAX1 inh-2
C[C@@H]1CN([C@@H](C)CO)C(=O)c2c(c3ccccc3n2C)-c2ccccc2CO[C@H]1CN(C)C(=O)[C@H](C)c1ccccc1,-1.8,7,3,-3.6,0,-0.8,-4.0,-4,2,-1,-0.6
CC(C)NC(=O)N(C)C[C@H]1Oc2c(NC(=O)c3ccc(-c4nccs4)cc3)cccc2C(=O)N([C@@H](C)CO)C[C@H]1C,-1.4,1,-2,-0.2,0,-1.8,-2.6,3,-11,9,0.6
CC(C)CCN1C(=O)c2ccc(C(=O)OCC(=O)N(CC(C)C)C3CCS(=O)(=O)C3)cc2C1=O (stereo not given),0.0,-4,1,-1.3,6,0.1,-2.5,-1,-4,-1,1.3
Cc1ccc(S(=O)(=O)/N=C2\C=C(NS(=O)(=O)c3ccccc3)C(=O)c3ccccc32)cc1,0.0,-6,1,-1.9,2,1.9,-0.1,3,-4,-21,0.4
CC(C)(C)NC(=O)C(OC(=O)Cn1nnc(-c2ccc(F)cc2)n1)c1ccncc1 (stereo not given),-0.8,5,1,0.8,-2,0.6,-1.9,3,6,-1,0.8
CN(C)CCCNC(=O)C1(O)c2cc(Br)ccc2NC(=O)N1c1ccc(Cl)cc1 (stereo not given),-0.8,-7,-2,1.0,3,-0.4,0.7,-1,4,-4,-0.4
COCCN(C(=O)Cc1cccs1)C(C(=O)NCc1ccc(OC)cc1)c1ccccc1 (stereo not given),-1.2,1,-1,-0.6,-1,-2.4,-0.3,-4,-9,-2,0.3
CCN1C(=O)c2ccc(C(=O)Nc3cccc(C(=O)O)c3)cc2C1=O,-1.0,4,-1,0.1,6,0.4,2.1,0,4,-1,-1.9
CC(NCc1ccc([N+](=O)[O-])cc1)C1COc2ccccc2O1 (stereo not given),-0.8,-3,-2,-0.2,-1,0.2,-0.5,1,-1,-3,1.2
CC(=O)Nc1ccc(S(=O)(=O)N2CCCC2C(=O)O)cc1 (stereo not given),-1.3,0,7,0.8,-4,-0.2,0.0,7,9,-10,0.6
O=C(c1cc(Cl)ccc1Cl)N1CCc2ccccc21,-0.3,-4,-1,-0.8,-1,2.9,2.4,4,-5,0,3.1
O=c1sc2ccccc2n1CCOc1ccccc1,0.5,-4,5,2.5,1,5.6*,15*,0,1,-2,2.2

# Additional entries.
SMILES,ssDAF-12 act,Rev-erbA mod,ADAM17 inh,DAX1 inh-1,SMARCA2 activ,hcDAF12 agonist,hgDAF12 agonist,PLCg1 inh,PLCb3 inh,MBD2 inh,DAX1 inh-2
CCOC(=O)Cc1cc(=O)n2[nH]c(C)c(-c3ccccc3)c2n1,-1.3,5,-6,-0.2,2,0.6,2.1,-64,-73,-3,0.5
Cc1cc(=O)n2ncnc2n1COCCO,-1.0,1,-4,0.6,-3,-1.1,-0.5,-2,1,4,2.4
CCS(=O)(=O)N1N=C(c2cccc(NS(C)(=O)=O)c2)CC1c1ccc(C)cc1 (stereo not given),-0.6,0,0,-0.6,-1,-0.6,2.7,-5,-1,1,-1.6
COc1cccc(C(=O)OCCCN(C)C)c1,-1.6,-6,-2,-0.2,-3,-0.7,1.7,0,-2,2,0.2
O=S(=O)(c1ccc(S(=O)(=O)N(Cc2ccccc2)Cc2ccco2)cc1)N1CCCC1,-1.3,1,5,-0.1,2,-0.5,-3.2,2,0,-1,-0.5
CCCCCN(C(=O)CCC(=O)OCC(=O)N1CCCCC1CC)c1c(N)n(CCCC)c(=O)[nH]c1=O (stereo not given),-1.9,0,-4,1.0,-2,-0.5,1.1,-1,-4,1,0.1
Cc1ccc(C(=O)NC(C)c2ccc(C)c(C)c2)s1 (stereo not given),-1.1,-3,-1,-0.1,-1,-1.0,-1.2,3,-8,4,-0.2
COC(=O)C1=C(O)/C(=C\c2ccc(OCC(=O)Nc3ccc(OC)cc3)cc2)N=C1C,-1.4,0,-3,-0.7,-1,1.3,1.4,-6,-14,-3,1.1
COc1ccc(C2NN=C(c3c[nH]c4ccccc34)C2O)cc1 (stereo not given),0.2,7,-6,0.7,1,4.9,4.6,-54,-74,-6,0.0
CC1CCN(c2ccc(NC(=O)c3ccc(Br)o3)cc2)CC1,-0.2,-2,4,14*,4,4.5,20*,-3,-9,-10,1.3
CC(C(=O)NCCc1nc2ccccc2[nH]1)n1cc([N+](=O)[O-])cn1 (stereo not given),-1.6,-4,-2,1.2,-3,-0.6,4.5,1,-1,0,-1.4
C[C@H](O)[C@@H]1C(=O)N2CCc3ccc(N4CCOCC4)cc3[C@@H]2C[C@@H]1N(C)C(=O)Nc1ccccc1,-0.6,-9,-4,0.4,4,-2.3,-0.9,-14,-17,-5,-1.1
Cc1cc(NC(=O)NC(=O)c2ccccc2F)no1,0.8,-3,-3,5.2*,2,3.6,4.0,-4,-3,4,1.3
CCOC(=O)c1c(NC(=O)c2c(C(=O)O)cccc2[N+](=O)[O-])sc(C)c1C,-0.7,-2,-1,0.4,-2,-1.9,1.4,0,2,-5,0.9
c1nc(NCC2CC2)c2cc(-c3ccc4c(c3)OCO4)ccc2n1,0.0,-3,-61,.,.,3.2,7.2,-183,-246,-4,.

# A second format for some results above:
# Below each compound: ssDAF-12 act, Rev-erbA mod, ADAM17 inh, DAX1 inh-1, SMARCA2 activ, hcDAF12 agonist, hgDAF12 agonist, PLCg1 inh, PLCb3 inh, MBD2 inh, DAX1 inh-2
Cc1ccc(C(=O)NC(C)c2ccc(C)c(C)c2)s1 (stereo not given)
  -1.1, -3, -1, -0.1, -1, -1.0, -1.2, 3, -8, 4, -0.2
CCCCCN(C(=O)CCC(=O)OCC(=O)N1CCCCC1CC)c1c(N)n(CCCC)c(=O)[nH]c1=O (stereo not given)
  -1.9, 0, -4, 1.0, -2, -0.5, 1.1, -1, -4, 1, 0.1

# Next part.
SMILES,ssDAF-12 act,Rev-erbA mod,ADAM17 inh,DAX1 inh-1,SMARCA2 activ,hcDAF12 agonist,hgDAF12 agonist,PLCg1 inh,PLCb3 inh,MBD2 inh,DAX1 inh-2
O=C(c1cc(F)ccc1F)C1CCCN(C(=O)c2ccc(F)cc2Cl)C1 (stereo not given),-2.7,3,2,0.2,-5,-1.5,2.3,1,4,-2,0.0
C[C@@H]1C=C(C(=O)NC2CC2)O[C@H](OCc2ccc(CO)cc2)C1,-1.3,-2,-3,-0.2,0,-0.7,2.1,-3,-3,0,0.0
COc1cc2oc(=O)cc(-c3ccc(-c4ccc(OC(F)(F)F)cc4)cc3)c2c(OC)c1OC,-1.1,3,-4,1.4,0,-0.1,1.6,-4,-3,-2,-1.0
Cc1nn(Cc2ccc(Cl)c(Cl)c2)c(C)c1NC(=O)c1cn(-c2ccccc2)nc1-c1ccccc1,-1.3,-4,2,0.1,-4,-0.4,-1.9,7,4,-3,-0.7
CC[C@@H]1C(c2ccccc2)=NN(c2ccccc2)[C@H]1C(=O)N1CCOC1=O,-0.6,7,-32,-0.9,0,-0.1,-0.4,-107,-152,-4,-1.0
COc1ccc(C(=O)NCC(c2cccnc2)N2CCN(c3ccc(F)cc3)CC2)cc1OC (stereo not given),-1.9,-4,-1,0.5,3,-3.2,-3.1,-2,1,-6,1.4

# Source: PubChem BioAssay
